Screens deposited in PubChem by National Center for Advancing Translational Sciences (NCATS).
GALK inhibitor: qHTS Assay for Inhibitors of Human Galactokinase (GALK). Purified GALK, Kinase-Glo residual ATP luminescence. 270,000 tested, 0.007% active. Potency, µM (doses to about 57.5 µM), inactives show at the top dose activity change, negative = inhibition, actives largely listed as inhibitors. P51570; note: potency is the fitted concentration of half-maximal effect
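Human GALK (5 nM) with 35 uM ATP and 100 uM galactose in 20 mM HEPES pH 8.0, 5 mM MgCl2, 60 mM NaCl, 1 mM DTT, 0.01% BSA. After 1 h at room temperature, leftover ATP was read by Kinase-Glo Plus luminescence.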
uPA generation: qHTS for Inhibitors of Cell Surface uPA Generation | 330,000 tested, 0.31% active | cell surface uPA generation assay, qHTS | Potency, µM (top dose mostly 38.3 µM), for inactives: at the top dose activity change, negative = inhibition, hits mostly inhibitors | AID 540303, 2011; active = well fitted inhibition curve with a large enough effect; inconclusive = small, poorly fitted or top-dose-only effect; inactive = no such curve, though single readings can be large or run the other way; tested in mouse RAW 264.7 cells; note: potency is the fitted concentration of half-maximal effect; nearly all actives have a fitted effect of over 55% in size
B2AR arrestin: qHTS assay of beta-arrestin-biased ligands of beta2-adrenergic receptor | Beta-2 adrenergic receptor (Homo sapiens), P07550 | beta-arrestin recruitment to beta2AR, cell-based reporter | Potency, µM (doses to about 46.1 µM), for the others: top-dose activation, actives largely listed as activators | 330,000 tested, 0.02% active | AID 492947, 2010;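 note: potency is the fitted concentration of half-maximal effect; 0% = DMSO controls and full agonism = EC100 isoproterenol or metaproterenol; nearly all actives have a fitted effect of over 65% in size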
hERG WT inh: qHTS for Inhibitors of KCHN2 3.1: Wildtype qHTS. U2OS, BacMam KCNH2, thallium flux FluxOr; hits give low values. activity change, % at 1.84 µM. Voltage-gated inwardly rectifying potassium channel KCNH2 (Homo sapiens), Q12809. AID 720551, 2013. 340,000 tested, 0.37% active;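 active = maximum activity change below -70%; inconclusive = maximum activity change between -70% and -50%; inactive = maximum activity change above -50%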
Target sequence (Q12809 whole entry, looked up): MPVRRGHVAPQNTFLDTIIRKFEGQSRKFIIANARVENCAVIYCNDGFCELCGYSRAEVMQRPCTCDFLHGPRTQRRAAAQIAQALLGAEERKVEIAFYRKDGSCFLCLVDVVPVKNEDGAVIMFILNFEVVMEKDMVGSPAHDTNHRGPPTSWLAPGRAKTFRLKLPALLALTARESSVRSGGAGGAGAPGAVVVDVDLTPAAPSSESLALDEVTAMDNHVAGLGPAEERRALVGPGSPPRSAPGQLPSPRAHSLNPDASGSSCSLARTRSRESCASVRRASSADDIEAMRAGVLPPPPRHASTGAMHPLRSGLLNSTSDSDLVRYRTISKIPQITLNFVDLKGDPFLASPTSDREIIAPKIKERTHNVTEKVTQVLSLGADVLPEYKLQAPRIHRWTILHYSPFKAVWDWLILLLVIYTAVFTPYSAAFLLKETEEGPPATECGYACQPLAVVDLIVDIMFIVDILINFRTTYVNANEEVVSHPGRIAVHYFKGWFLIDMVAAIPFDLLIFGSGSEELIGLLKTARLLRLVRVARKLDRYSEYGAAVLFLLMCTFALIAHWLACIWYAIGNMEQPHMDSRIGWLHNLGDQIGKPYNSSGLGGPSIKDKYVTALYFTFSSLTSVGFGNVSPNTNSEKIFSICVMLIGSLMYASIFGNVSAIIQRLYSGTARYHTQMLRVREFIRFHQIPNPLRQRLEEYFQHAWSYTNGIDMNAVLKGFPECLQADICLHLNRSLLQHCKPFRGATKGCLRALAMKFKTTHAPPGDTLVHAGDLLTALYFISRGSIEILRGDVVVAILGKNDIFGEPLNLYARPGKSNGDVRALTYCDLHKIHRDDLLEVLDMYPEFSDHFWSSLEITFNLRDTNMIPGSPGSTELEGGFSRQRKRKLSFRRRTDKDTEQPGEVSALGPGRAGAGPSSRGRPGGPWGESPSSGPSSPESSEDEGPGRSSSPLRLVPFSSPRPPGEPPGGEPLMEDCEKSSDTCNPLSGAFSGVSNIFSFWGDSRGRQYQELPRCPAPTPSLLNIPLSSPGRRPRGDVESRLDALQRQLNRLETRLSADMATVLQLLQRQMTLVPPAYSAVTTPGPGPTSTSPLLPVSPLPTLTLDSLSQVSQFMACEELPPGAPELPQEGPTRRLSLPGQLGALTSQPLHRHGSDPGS
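U2OS cells transduced with wild-type KCNH2 virus are loaded with FluxOr dye for 45 min, and thallium flux is measured in kinetic reads before and after stimulation buffer. Rate constants are normalized to DMSO controls.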
Giardia kill: Small Molecules that selectively kill Giardia lamblia: qHTS; Giardia lamblia trophozoite viability; activity change, % at 7.66 µM, hits read low; 340,000 tested, 0.15% active; AID 540267, 2011; in the data active = activity change below about -80%; inconclusive = between about -30% and that limit;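 note: parasites exposed to compound for two days anaerobically before the ATP read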
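Anaerobic 48 hrs incubation at 37 deg C of 100 trophozoites/well with test compounds; ATPLite 1-Step luminescence, 15-30 min RT, reports cellular ATP as viability.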
KCNH2 3.1 inh: qHTS for Inhibitors of KCHN2 3.1: Mutant qHTS. U2OS KCNH2 3.1, thallium flux FluxOr; hits give low values. activity change, % (tested at about 1.8 µM). 340,000 tested, 0.95% active. AID 720553, 2013. Potassium voltage-gated channel subfamily H member 2, brain isoform KCNH2 3.1 (human);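 active = maximum activity change below -70%; inconclusive = maximum activity change from -70% to -50%; inactive = maximum activity change above -50%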;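 note: thallium influx rate constant from kinetic fluorescence after stimulation buffer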
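Measured as rate of thallium-driven FluxOr signal in transduced U2OS cells carrying the 3.1 channel, read kinetically for 2 min upon stimulation; values are rate constants scaled to DMSO control wells.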
PKM2 act: qHTS Assay for Activators of Human Muscle isoform 2 Pyruvate Kinase. Pyruvate kinase PKM (Homo sapiens), P14618. purified PKM2, Kinase-Glo ATP luminescence, activation; response scale: 0% is enzyme alone, no compound. Potency, µM (highest dose often 57.5 µM), without a hit: at the top dose activation, hits mostly activators. 260,000 tested, 0.34% active; note: potency is the fitted concentration of half-maximal effect; nearly all actives have a fitted effect of over 55% in size
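Purified hPK-M2 (>95% pure) converted ADP (0.1 mM final) to ATP with 0.5 mM PEP in 50 mM imidazole pH7.2, KCl, MgCl2, Tween 20, BSA; 1 h at room temperature. ATP detected by Kinase-Glo luminescence.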
Chronic BCR inh: qHTS Assay to Find Inhibitors of Chronic Active B-Cell Receptor Signaling. ABC-DLBCL IkBa-CBG/CBR reporter, luminescence ratio, 4 h. Potency, µM (highest dose often 46.1 µM), without a hit: at the top dose ratio change, negative = lower green/red ratio, hits mostly inhibitors. 340,000 tested, 0.05% active; active = well fitted inhibition curve with a large enough effect in the signal ratio, with a control signal flat, not every such curve was filed as active; inconclusive = small, poorly fitted or top-dose-only effect, or effect the other way, or a change in a side signal; the % refers to the signal ratio;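 note: potency is the fitted concentration of half-maximal effect; plate controls were basal doxycycline-induced cells for no effect and cells given 10 µM MG132 for full effect; MG132 reads +100%, hits lower the ratio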
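Cell line TMD8 (human ABC DLBCL), stably expressing tet-inducible CBG68-IkBa fusion and CBR; IMDM/0.5% FBS; cpd up to 46 uM; dox induction, 4 h, 37C/5% CO2; dual luminescence; green/red ratio; MG132 control.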
Eya2 inh: qHTS Assay for Inhibitors of the Phosphatase Activity of Eya2 | 330,000 tested, 0.006% active | recombinant Eya2, OMFP fluorescence dephosphorylation (OMFP is methylfluorescein phosphate) | AID 488837, 2010 | Potency, µM (highest dose often 76.9 µM), inactives show at the top dose activity, negative = inhibition, hits mostly inhibitors; note: potency is the fitted concentration of half-maximal effect
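Eya2 (0.2 uM) preincubated 10 min at ambient with compound, then OMFP substrate added at 50 uM; 10 min reaction in 50 mM HEPES pH 7.5, 50 mM NaCl, 5 uM MgCl2, 0.05% BSA, 1 mM DTT. Fluorescence read at Ex 485/Em 525 nm.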
FBPA coupling cs: qHTS Assay for Inhibitors of Fructose-1,6-bisphosphate Aldolase from Giardia Lamblia: Coupling assay counterscreen; AID 2472, 2010; activity change, negative = inhibition, % at 58.2 µM, hits read low; 290,000 tested, 0.67% active; coupling enzyme system counterscreen, AmpLite Red fluorescence; in the data active = activity change below about -30%
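Counterscreen of the coupled detection system alone, without aldolase: glyceraldehyde-3-phosphate coupling enzymes plus AmpLite Red readout. Compounds at 57.5 uM final, 10 min RT preincubation, 20 min RT reaction, fluorescence 525/598 nm.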
USP2a block: qHTS Assay for Inhibitors of Ubiquitin-specific Protease USP2a Using CHOP2 as the Reporter; Ubiquitin carboxyl-terminal hydrolase 2 (Homo sapiens), O75604; USP2 core, Ub-CHOP2 coupled fluorogenic reporter, 485/531; Potency, µM (series often up to 38.3 µM), inactives show at the highest dose activity change, negative = inhibition, hits mostly inhibitors; 330,000 tested, 0.01% active;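 note: potency is the fitted concentration of half-maximal effect; plate controls were DMSO wells for no effect and full inhibition by NEM control for full effect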
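Deubiquitinase activity read as fluorescence (485/531 nm) after Ub-CHOP2 cleavage activates the enterokinase reporter on its substrate; USP2 core 10nM, Ub-CHOP2 and substrate 25nM each, 30min compound preincubation then 60min RT; data normalized to NEM, curves fitted.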
* = called active by the depositor; u = inconclusive; x = no result given; [ ] = remark or other dose. Unless noted, calls come from the whole dose curve; as a rule, active = well fitted curve in the direction sought with a large enough effect; inconclusive = small, poorly fitted or top-dose-only effect, or another doubt; inactive = no such curve, though single readings can be large; an effect the other way counts as inactive or inconclusive. Unless noted, % is set by controls: 0 for no effect and ±100 for the full control effect. An unsorted share of the library; about 2.4% have a hit in one of these screens.

SMILES	GALK inhibitor	uPA generation	B2AR arrestin	hERG WT inh	Giardia kill	KCNH2 3.1 inh	PKM2 act	Chronic BCR inh	Eya2 inh	FBPA coupling cs	USP2a block
COc1cccc(N2CCN(C(=O)c3ccccc3SCC(=O)NCc3ccco3)CC2)c1	x	u	0.0%	7	-13	-6	x	1%	-5%	x	1%
O=C(N/N=C/c1ccc(Br)cc1)c1ccccc1-n1cccc1	1%	x	-0.6%	6	4	-1	0%	1%	7%	2	-1%
Cc1cc(C(=O)CSc2nnc(-c3ccccc3)n2-c2ccccc2)c(C)n1-c1ncn[nH]1	3%	0%	0.4%	-13	-6	-10	-25%	-2%	22%[15.4 µM]	2	-23%
COc1cccc(-c2ccc(C#N)c(OC(=O)c3c(Cl)cccc3Cl)n2)c1	-1%	-1%	0.1%	-3	2	-5	-6%	-5%	4%	-1	-7%
CSC1=NC2(CC(c3ccccc3)Oc3cc(O)ccc32)CC(C)(C)N1 (stereo unspecified)	2%	-15%	0.2%	u	-13	-94*	4%	12%	-6%	0	0%
CC1(C)CC(=O)C=C(c2ccc(-c3ccccc3)cc2)C1	x	-15%	0.1%	2	5	-5	x	u	-23%	x	1%
CSCCC(NC(=O)CCN1C(=O)c2ccccc2C1=O)C(=O)O (stereo unspecified)	0%	x	-0.1%	0	4	-11	5%	u	2%	3	1%
CN(C)/C=C/C1=CC(=O)CC(C)(C)C1	1%	-5%	-0.1%	13	-4	6	3%	1%	-14%	2	3%
O=C(CCN1C(=O)/C(=C/c2ccccc2)SC1=S)N[C@@H](CO)Cc1ccccc1	-2%	u	0.0%	5	-10	1	x	8%	-18%	x	-2%
O=C(CSCc1c(F)cccc1F)Nc1ccccc1	-1%	1%	-1.0%	11	4	-12	1%[11.5 µM]	-2%	4%	-1	-4%
Cc1ccc(S(=O)(=O)N2CCN(C(=O)CCC(=O)N3CCc4ccccc43)CC2)cc1	2%	1%	0.1%	1	14	-5	-4%	0%	36%[15.4 µM]	1	4%
COC(=O)[C@@H](NC(=O)N1CCC(Cc2ccccc2)CC1)C(C)C	3%	1%	0.0%	-4	22	-13	x	-10%	-1%	6	2%
CCCn1c(C)cc(=O)c2cc(NC(=O)c3cnccn3)ccc21	-5%	-6%	-0.1%	-4	8	-9	-3%	8%	-1%	2	-1%
CCC(C(=O)OCC(=O)NC(=O)c1ccccc1OC)c1ccccc1 (stereo unspecified)	x	5%	-0.3%	-15	8	-7	x	1%	7%	x	-1%
COc1cc(-c2onc3ccc(Br)cc23)cc(OC)c1OC	1%	-13%	-0.7%	-10	3	-2	9%	-1%	7%	-7	0%
O=C(COC(=O)c1cc2ccccc2o1)c1ccccc1	-3%	1%	0.0%	-3	-9	-16	2%	3%	21%	3	-2%
Cc1ccc2nc(NC(=O)COC(=O)c3ccncc3)sc2c1	4%	2%	-0.2%	7	12	9	2%	-11%	9%	3	-1%
CC1CCC2(CC1)NC(=O)N(CC(=O)NC(=O)Nc1ccc3c(c1)OCCO3)C2=O (stereo unspecified)	-1%	-1%	0.2%	-3	29	-2	-15%	u	2%	1	-3%
CCOc1ccc(C(C(=O)NC2CCCC2)N(CCCO)C(=O)c2ccc(-c3ccccc3)[nH]2)cc1 (stereo unspecified)	10%	-2%	-0.2%	4	9	-17	x	7%	-8%	-1	-1%
COc1ccc(OC)c(S(=O)(=O)Nc2cc3c(cc2N2CCCC2)n(C)c(=O)c(=O)n3C)c1	-1%	1%	-0.3%	-9	8	-9	0%[0.46 µM]	-13%	6%	-20	3%
CC1=C(C(=O)OCCCCCl)C(c2cc3c(cc2Br)OCO3)NC(=O)N1 (stereo unspecified)	0%	-8%	-0.4%	-34	-10	2	-1%	0%	-4%	0	-1%
CCOC(=O)c1c(NC(=O)CSc2nnc(Cc3csc(N)n3)n2C)sc(C)c1C	-5%	-4%	0.5%	-2	-1	12	14%	4%	5%	0	0%
COc1ccc(-c2c(C)oc3c(CN4CCOCC4)c(O)ccc3c2=O)cc1OC	0%	-6%	-0.2%	12	4	11	x	-2%	0%	2	-1%
FC(F)(F)c1nc(=S)c2ccccc2[nH]1	0%	3%	-0.2%	-2	6	12	-20%	4%	23%	-5	-1%
Cc1cc(/C=C(\C#N)C(=O)OCC(=O)NC(=O)NC(C)(C)C)c(C)n1CCC(C)C	0%	1%	0.2%	-7	-6	5	3%	26%	-3%	-3	3%
Following part
SMILES	GALK inhibitor	uPA generation	B2AR arrestin	hERG WT inh	Giardia kill	KCNH2 3.1 inh	PKM2 act	Chronic BCR inh	Eya2 inh	FBPA coupling cs	USP2a block
NNC(=O)COc1cccc(C(F)(F)F)c1	8%	1%	0.1%	10	-25	13	-3%	-5%	7%	0	1%
N/C(=N\OC(=O)COc1ccc2ccccc2c1Br)c1ccccn1	-1%	6%	-0.2%	-8	26	-7	-9%	u	1%	-7	0%
COC(=O)C1=C(N)N(c2ccc(F)cc2)C2=C(C(=O)CCC2)C1c1ccc2c(c1)OCO2 (stereo unspecified)	-2%	2%	-0.1%	-4	8	1	-6%	-1%	11%	2	2%
C=CCn1c(SCC(=O)NCC)nnc1-c1cc2c(s1)CCC(CC)C2 (stereo unspecified)	2%	-4%	0.5%	6	-3	7	3%	u	-7%	1	2%
O=C(CC1S/C(=N/N=C/c2cccs2)NC1=O)Nc1ccc(Cl)cc1 (stereo unspecified)	1%	-2%	-0.4%	-6	6	-2	2%	1%	-3%	3	3%
CN(C)C(=O)c1ccc(NC(=O)COC(=O)C2(c3ccccc3)CCCC2)cc1	x	u	0.1%	10	5	-8	x	u	-15%	x	1%
OCCC1CN(Cc2cc3c(cc2Cl)OCO3)CCN1C1CCCCC1 (stereo unspecified)	-1%	6%	-0.8%	10	-21	-2	2%	u	-3%	0	0%
CC(=O)Nc1cccc(C2=CC(c3ccco3)n3ncnc3N2)c1 (stereo unspecified)	-1%	x	-0.2%	x	x	x	3%	-1%	13%	-1	u
Cc1cccc(Nc2nc(-c3ccccn3)cs2)n1	-2%	x	0.2%	-12	4	-19	8%	u	4%	-6	-2%
O=C(Nc1cccnc1)c1cc(S(=O)(=O)N2CCOCC2)ccc1Br	-4%	0%	-0.4%	13	-11	x	-6%	0%	4%	1	0%
COc1ccc(CN2CCc3c([nH]c4ccccc34)C2)c(OC)c1C	-2%	2%	-0.7%	15	4	-79*	-3%	-8%	-1%	-2	3%
COc1cccc(NS(=O)(=O)c2ccc3c(c2)n(C)c(=O)c(=O)n3C)c1	0%	x	-0.5%	-12	-20	-5	1.1µM*	-6%	-20%	0	0%
Cc1cccc(Oc2nc(-c3ccccc3)cc(C)c2S(C)(=O)=O)c1C	-2%	10%	0.2%	-2	-13	-29	1%	u	16%	0	2%
CCOc1ccc(C2C(C(N)=O)=C(C)Nc3ncnn32)cc1OC (stereo unspecified)	1%	-24%	0.3%	0	-5	4	x	6%	7%	0	1%
Cn1ncc(Br)c1C(=O)N1CCCCCC1	-2%	-3%	-0.2%	0	-12	0	1%	0%	10%	x	-2%
COc1cc(C)c(NC(=S)Nc2cccc(Cl)c2C)cc1OC	1%	3%	-0.9%	0	3	-1	8%	-2%	7%	-3	3%
COc1ccc(-c2nn(-c3ccccc3)cc2/C=N/Nc2ccccn2)cc1	1%	x	0.5%	x	x	x	1%	1%	2%	2	1%
COc1cc2ncc(S(=O)(=O)c3ccccc3)c(N3CCC4(CC3)OCCO4)c2cc1OC	-3%	3%	-0.1%	-2	u	-8	10%	u	6%	-2	5%
O=C(Cn1nnc(-c2ccc(N3CCOCC3)cc2)n1)N1CCOCC1	0%	4.5µM*	0.0%	-8	-25	-1	7%	0%	-6%	3	3%
CCOC(=O)Cc1ncccc1C(=O)Nc1ccc(OC(F)(F)F)cc1	5%	-3%	0.3%	1	-5	4	0%	0%	-2%	0	3%
Fc1cccc(Cl)c1Cn1nnc2c(NCc3ccncc3)ncnc21	3%	-4%	-0.5%	-1	-21	13	-21%	11%	3%	3	-1%
O=S(=O)(c1ccc(Cl)cc1)N1CCCCCC1	6%	3%	-0.7%	-6	-8	7	2%	0%	4%	1	-4%
